PAFAH2 inh = PAFAH2 (human) inhibition; Q99487; recombinant PAFAH2, FP-rhodamine activity probe, fluorescence polarization; inhibition, % at 3.39 µM; 340,000 tested, 0.99% active; AID 492956;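 active = inhibition above the mean over all tested compounds plus 3 SD, cut at about 30% in these data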;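 also: inhibitors block probe labeling of enzyme so polarization drops; 0% = enzyme with DMSO and 100% = wells lacking PAFAH2 protein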
PAFAH1B2 inh = inhibitors of human PAFAH1B2 | P68402 | recombinant PAFAH1B2, FP-rhodamine activity probe, fluorescence polarization | inhibition, % at 3.39 µM | 340,000 tested, 1.2% active | AID 492953;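 active = inhibition above the mean of all tested compounds plus 3 SD, cut at about 24% in these data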;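 also: 0% = enzyme with DMSO and 100% = wells lacking PAFAH1B2; many of its hits are not listed in these tables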
Target sequence (P68402 whole entry, looked up): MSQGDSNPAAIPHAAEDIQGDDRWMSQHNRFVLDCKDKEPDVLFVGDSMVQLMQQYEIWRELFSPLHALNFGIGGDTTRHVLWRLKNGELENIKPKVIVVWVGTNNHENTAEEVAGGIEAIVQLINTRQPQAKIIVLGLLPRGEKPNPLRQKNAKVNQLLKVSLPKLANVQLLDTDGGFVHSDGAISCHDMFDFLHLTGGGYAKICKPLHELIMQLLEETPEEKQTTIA
pPAFAH FP inh = pPAFAH (human) enzyme inhibition. Q13093. recombinant pPAFAH, FP-rhodamine probe fluorescence polarization. inhibition, % at 3.39 µM. 330,000 tested, 1.5% active;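 active = inhibition above the mean inhibition across the screen plus 3 SD, cut at about 25% in these data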;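 also: inhibitors block binding of the rhodamine activity-based probe so polarization drops; 0% = enzyme with DMSO and 100% = wells lacking pPAFAH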
PAFAH1B3 FP inh = blocks human PAF acetylhydrolase 1B catalytic subunit 3. recombinant PAFAH1B3, FP-rhodamine probe, fluorescence polarization. inhibition, % at 3.39 µM. 340,000 tested, 0.28% active. AID 492972;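 active = inhibition above the screen-wide average of all tested compounds plus 3 SD, cut at about 25% in these data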;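 also: 0% = enzyme with DMSO only and 100% = wells lacking PAFAH1B3 protein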
EBNA-1 inhibitor = blocks EBNA-1 binding to DNA; EBNA-1 DNA binding, fluorescence polarization; inhibition, % at 14.8 µM; 300,000 tested, 0.34% active; in the data active = inhibition above about 28%
PREPL inh = inhibitors of human prolyl oligopeptidase-like enzyme PREPL; inhibition, % at 5.96 µM; 320,000 tested, 0.68% active; recombinant PREPL, fluorescence polarization activity-based probe; in the data active = inhibition above about 43%;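 also: 0% = enzyme with DMSO and 100% = wells lacking enzyme; many of its hits are not listed in these tables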
LYPLA2 inh = blocks human lysophospholipase 2, a PME1 counter-screen; O95372; recombinant LYPLA2, FP-Rh probe fluorescence polarization; inhibition, % at 5.9 µM; 320,000 tested, 0.38% active; AID 2177;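 active = inhibition above the screen-wide mean plus 3 SD, limit set per campaign, cut at about 26% in these data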;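 also: 0% = LYPLA2 with DMSO and 100% = wells lacking LYPLA2 enzyme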
Target sequence (O95372 whole entry, looked up): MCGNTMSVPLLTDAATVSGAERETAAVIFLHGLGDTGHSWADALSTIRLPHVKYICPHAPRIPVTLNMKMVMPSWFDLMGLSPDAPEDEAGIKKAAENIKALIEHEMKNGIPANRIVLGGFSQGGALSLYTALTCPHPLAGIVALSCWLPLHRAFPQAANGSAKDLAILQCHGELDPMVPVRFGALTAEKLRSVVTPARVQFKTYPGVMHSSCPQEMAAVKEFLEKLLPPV
LYPLA1 inh = LYPLA1 (human) inhibition in PME1 counter-screen; recombinant LYPLA1, FP-Rh probe fluorescence polarization; 320,000 tested, 0.16% active; inhibition, % at 5.9 µM; O75608;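 active = inhibition above the mean of all tested compounds plus 3 SD, set per campaign, cut at about 14% in these data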;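 also: inhibitors block serine hydrolase probe labeling of LYPLA1 so polarization falls; 0% = enzyme with DMSO and 100% = wells lacking LYPLA1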
Target sequence (O75608 whole entry, looked up): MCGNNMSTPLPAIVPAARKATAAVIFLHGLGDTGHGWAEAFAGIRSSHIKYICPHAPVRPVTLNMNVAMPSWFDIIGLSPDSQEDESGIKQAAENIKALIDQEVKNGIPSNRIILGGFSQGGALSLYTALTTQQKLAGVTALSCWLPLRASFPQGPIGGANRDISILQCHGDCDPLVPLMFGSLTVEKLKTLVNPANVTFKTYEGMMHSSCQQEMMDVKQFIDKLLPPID
ZTA DNA inh = counter-screen for EBNA-1 inhibitors: inhibitors of Epstein-Barr virus ZTA; P03206; ZTA-DNA binding, fluorescence polarization; AID 2234; 320,000 tested, 0.15% active; inhibition, % at 11 µM; in the data active = inhibition above about 33%
Target sequence (P03206 whole entry, looked up): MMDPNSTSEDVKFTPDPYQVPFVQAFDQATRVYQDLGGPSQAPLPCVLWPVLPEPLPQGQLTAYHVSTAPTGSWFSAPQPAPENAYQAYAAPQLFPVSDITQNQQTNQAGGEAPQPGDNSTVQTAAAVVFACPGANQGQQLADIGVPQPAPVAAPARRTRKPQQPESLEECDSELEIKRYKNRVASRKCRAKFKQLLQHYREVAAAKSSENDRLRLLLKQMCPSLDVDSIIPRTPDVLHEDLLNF
The depositor's hits bear a star; . = not tested or not shown. A portion of the library; rates above refer to the full screens.

SMILES	PAFAH2 inh	PAFAH1B2 inh	pPAFAH FP inh	PAFAH1B3 FP inh	EBNA-1 inhibitor	PREPL inh	LYPLA2 inh	LYPLA1 inh	ZTA DNA inh
Cc1cc(C)c(OCCNCc2ccccc2)c(C)c1	1	6	1	11	-3	-9	1	1	3
O=S(=O)(/C=C/c1ccccc1)N1CCN(c2nc(-c3ccccc3)nc3ccccc23)CC1	-4	-2	-3	-2	2	-38	-9	-2	4
O=C1OCCN1CCNCc1cn(-c2ccc(F)cc2)nc1-c1ccccc1Cl	-4	-1	5	10	7	-14	-4	0	-14
CCc1ccc(C2C(C#N)=C(N)Oc3cc(N)ccc32)cc1 (stereo not given)	-1	-2	59*	5	-2	-2	-13	-7	-19
O=C(Cc1ccc(Cl)cc1)NN1C(=O)c2ccccc2C1=O	0	2	4	4	11	-7	-4	0	6
COc1ccc(N=Cc2sc3ccccc3c2Cl)cc1	-5	1	-5	-6	-9	-1	-4	-6	-11
N#CC(C#N)=CNc1cccnc1	-6	9	3	-1	7	-9	1	-3	2
O=C(Nc1nnc(C2=COCCO2)o1)c1ccc([N+](=O)[O-])s1	1	1	1	6	10	-4	1	0	16
NC(=O)COC(=O)CSc1ccc2ccccc2c1	0	8	5	3	-11	-7	5	1	-3
CC(Oc1ccc2c3c(c(=O)oc2c1)CCC3)C(=O)NC1CCN(Cc2ccccc2)CC1 (stereo not given)	7	4	5	5	5	9	7	1	-3
CC(C)(C)c1ccc(C(=O)NC(=S)NCc2cccnc2)cc1	3	3	7	6	12	-5	2	0	16
COC(=O)C(C)(C)ONC(=O)Nc1ccccc1Cl	-1	5	2	4	12	7	7	1	7
COCC(=O)Nc1sc2c(c1C(=O)OC)CCCC2	5	2	6	4	10	10	-2	-1	3
CCOC(=O)c1ccc(COC(=O)CNC(=O)CNC(=O)c2ccc(OC)cc2)o1	-3	5	6	12	3	13	-4	-4	0
Cc1ccc(S(=O)(=O)Nc2ccc(Br)cc2C(NCC(=O)O)c2ccccc2)cc1 (stereo not given)	2	21	10	4	13	13	0	-1	14
COc1ccc(NC(=O)CC2Nc3ccccc3NC2=O)c([N+](=O)[O-])c1 (stereo not given)	0	1	11	4	5	18	1	5	-9
CC(OC(=O)c1cc(S(=O)(=O)N2CCOCC2)ccc1F)C(=O)NC1CCCCC1C (stereo not given)	4	2	-2	2	-2	10	6	0	-2
COc1ccc2c(c1)cc(C(=O)N/N=C/c1c(O)c(C(=O)O)cc3ccccc13)n2C	39*	23	59*	29*	12	27	13	4	-2
Cc1nonc1NC(=O)c1oc2ccc(F)cc2c1C	1	0	1	7	6	-4	7	0	-1
Brc1cnc2ccccc2c1N1CCCCC1	4	5	7	-2	6	6	1	0	7
Cc1ccc(C(=O)n2nc(C#N)c(C#N)c2N)cc1	0	3	5	5	2	2	9	3	0
Cc1cc(-c2nnc(SCC(=O)Nc3ccccc3C(F)(F)F)n2N)n[nH]1	-2	3	-1	-6	4	-4	4	-2	-7
COc1ccc(CNC(=O)CN(C(=O)c2csnn2)c2ccc(F)cc2)cc1	-9	2	7	2	11	6	5	4	0
Cc1ccc(Nc2nnc(SCC(=O)Nc3ncc(C(F)(F)F)cc3Cl)s2)cc1	-8	3	2	0	1	0	3	0	-5
COc1c(Cl)cc(Cl)cc1C(=O)Nc1ccccc1N1CCN(C(C)=O)CC1	10	6	2	1	-4	-3	4	0	2
Cc1ccc2nsnc2c1NC(=O)COc1ccccc1F	4	2	-3	7	2	2	-2	-3	-2
COc1ccc(NC(=O)NC(c2ccccc2)c2ccccc2)c(OC)c1	3	-2	3	12	8	9	8	3	-9
Cc1cccc(Nc2cc(C)c3c(O)cccc3n2)c1C	-2	4	5	6	0	11	2	-4	5
O=C(NC12CC3CC(CC(C3)C1)C2)N1CCN(c2ccccc2)CC1	3	2	15	-4	-1	13	-4	-2	9
COc1ccc(OCC(=O)NCCc2c[nH]c3ccccc23)cc1	2	12	7	4	-1	-1	-7	-3	4

Molecules above with a nitro group on carbon (2):
SMILES	PAFAH2 inh	PAFAH1B2 inh	pPAFAH FP inh	PAFAH1B3 FP inh	EBNA-1 inhibitor	PREPL inh	LYPLA2 inh	LYPLA1 inh	ZTA DNA inh
O=C(Nc1nnc(C2=COCCO2)o1)c1ccc([N+](=O)[O-])s1	1	1	1	6	10	-4	1	0	16
COc1ccc(NC(=O)CC2Nc3ccccc3NC2=O)c([N+](=O)[O-])c1 (stereo not given)	0	1	11	4	5	18	1	5	-9

Remaining list, next part
SMILES	PAFAH2 inh	PAFAH1B2 inh	pPAFAH FP inh	PAFAH1B3 FP inh	EBNA-1 inhibitor	PREPL inh	LYPLA2 inh	LYPLA1 inh	ZTA DNA inh
CCc1ccccc1NC(=O)CSc1nnc(-c2ccncc2)o1	4	3	1	4	7	4	-4	0	-2
Cc1cc(NC(=O)CN2CCCCCCC2)no1	-4	2	3	-3	9	-10	2	1	18
N#Cc1cnc(NN)nc1	7	4	-4	-4	-8	-8	-10	-1	4
CCCc1cc(C(=O)Nc2ccc(C(=O)c3ccc(C)cc3)cc2)n(C)n1	-10	-8	-1	-5	-4	3	-38	-27	0
OCCN1CCN(c2nnc(-c3ccccc3)c3ccccc23)CC1	-4	-1	5	0	6	2	4	1	-2
O=c1ccc2c(-c3ccccc3)c3ccc(O)cc3oc-2c1	60*	47*	53*	39*	0	34	41*	46*	6
COc1ccccc1-n1cnnc1SCC(=O)c1ccc[nH]1	4	1	4	3	0	4	5	-1	17
Cc1cccc([C@@H]2C[C@H]3CN(Cc4cccc(Cl)c4)C(=O)[C@]34CCCN24)n1	-7	-1	-2	2	-4	7	-1	-5	-13
COc1ccc(/C=C/C(=O)NC2CCS(=O)(=O)C2)cc1 (stereo not given)	-1	1	1	2	-1	5	6	1	-6
COc1ccc(NC(=O)C2=CC(c3ccc(OC)cc3)=NS(=O)(=O)N2C)cc1	-15	3	0	0	-5	-20	-4	-4	-9
CC(=O)c1c(C(C)=O)c(C)n(-c2ccc3ncccc3c2)c1C	5	3	2	5	-1	7	-3	-1	3
CC1(C)Cc2c(c(N3CCOCC3)nc3sc(C(N)=O)c(N)c23)CO1	8	-2	6	6	6	7	0	1	15
COc1ccccc1NC(=O)Cn1c(=O)oc2ccccc21	0	4	-4	-1	-9	4	1	0	-2
CCOC(=O)CN1C(=O)CCSc2ccc(Cl)cc21	6	5	0	3	3	-2	-5	-3	2
CCCCCC(=O)Nc1ccc(N2CCOCC2)c(S(=O)(=O)Nc2ccc(OC)cc2)c1	-8	-1	14	-7	7	4	-4	-1	11
Cn1c(C(=O)OC(C(=O)NC(C)(C)C)c2cccnc2)cc2sccc21 (stereo not given)	2	4	1	-1	2	9	4	6	-10
O=C(Nc1c(C(=O)O)oc2ccc(Br)cc12)c1ccccc1	6	0	-11	-4	10	-8	-5	-6	10
CC(C)N(C(=O)[C@H]1C[C@H](CC(=O)NCc2cccc(C(F)(F)F)c2)C(=O)N2CCc3c([nH]c4ccc(Cl)cc34)[C@]12C)C(C)C	-4	4	5	6	.	.	.	.	.
COC(=O)c1sc(NC(=O)c2c(-c3ccccc3)noc2C)nc1C	-7	2	1	0	-2	5	4	2	4
Cc1nn(-c2ccccc2)c(Cl)c1/C=N/NC(=O)c1ccccc1NS(=O)(=O)c1cccs1	-4	1	33*	8	6	-6	-1	-3	-14
Cc1ccc(S(=O)(=O)N2CCOC23CCN(C(=O)c2ccccc2Br)CC3)cc1	-2	4	4	1	-8	-6	0	1	-6
O=C(N/N=C/c1cc(Br)cs1)c1ccc2c(c1)OCCO2	.	.	0	.	-3	4	0	0	-13
O=C(O/N=C1\C(=O)N(c2ccccc2)c2ccccc21)C1CC1	-3	-6	0	1	9	3	12	0	5
CCC(=O)c1ccc(N2CCN(C(=O)c3cc([N+](=O)[O-])ccc3F)CC2)c(F)c1	0	0	1	3	6	19	7	0	-18
CC1CCN(c2nc(-c3ccccc3)cc(C(F)(F)F)n2)CC1	-5	1	4	3	6	-1	2	-1	22
Cc1ccc(S(=O)(=O)NCCCNS(=O)(=O)c2ccccc2Br)cc1	1	5	4	7	.	.	.	.	.
COc1ccc(NC(=O)CC2CCCCC2)cc1OC	-4	1	-1	3	-3	1	-3	-6	-1
Cc1ccc(S(=O)(=O)N(C)CC(=O)NCCCn2ccnc2)cc1	-7	-1	-3	7	6	3	2	6	-1
CCN1CC=C2C(C#N)=C(N)C(C#N)(C#N)[C@H](c3ccoc3)[C@H]2C1	10	9	25*	20	7	34	10	11	-14
Cc1ccc(C)c(C(=O)OCC(=O)Nc2cccc(S(=O)(=O)N3CCCCC3)c2)c1	-34	-20	-20	-26	.	9	-67	-40	-15
CCN(CC)C(=O)Cn1nnc(-c2ccc(C)o2)n1	2	4	3	3	7	3	-2	-3	14
O=C(C1CCCN1S(=O)(=O)c1cccc2nsnc12)N1CCN(c2ccccc2)CC1 (stereo not given)	9	3	1	7	-2	16	3	0	-18
NC(=O)CC(NC(=O)Cc1cccc2ccccc12)c1ccc(NCc2ccccn2)c([N+](=O)[O-])c1 (stereo not given)	3	2	-2	6	-4	2	4	-1	7
CN(CC(=O)NCc1ccco1)S(=O)(=O)c1ccc(F)cc1	-8	0	-2	6	-7	8	-4	2	-7
COC(=O)c1ccsc1NC(=O)CS(=O)(=O)c1ccccc1	-1	3	1	-5	7	-8	2	2	5
CCOC(=O)c1ccccc1NC1c2ccccc2C(=O)N1c1cc(C)ccn1 (stereo not given)	-2	6	-3	-2	-4	-12	-3	-4	-9
O=C(c1ccc(Br)o1)N1CCN(c2ccc3nnc(-c4ccccc4)n3n2)CC1	4	2	1	8	15	-1	-2	-3	10
COc1ccc(-c2nnc(N)s2)cc1	-3	6	0	2	8	7	9	0	14
COCCNC(=O)C(=O)NCC1OCCN1S(=O)(=O)c1cccs1 (stereo not given)	-4	2	3	5	6	1	5	3	5
Cc1ccc2c(c1)=C(c1sc(N(C)c3ccc(O)cc3)nc1O)C(=O)N=2	0	8	-3	17	14	22	4	-1	-7
CC1(c2ccccc2)NC(=O)N(Cc2ccc([N+](=O)[O-])cc2)C1=O (stereo not given)	-4	10	-1	5	-9	-1	-4	0	5
CC(=O)c1ccc(N2CCN(C(=O)c3ccco3)CC2)c(F)c1	4	-1	0	7	-6	4	3	-3	15
N#Cc1c(-c2ccccc2)cc(-c2ccccc2)nc1SCc1nnc(-c2ccccc2)o1	-5	-8	-1	-5	5	0	-6	-1	-5
CCCN(C(=O)COc1ccc(Cl)cc1Cl)c1c(N)n(Cc2ccccc2)c(=O)[nH]c1=O	-2	4	3	6	3	3	-1	1	7
Cc1nc2sc(C(c3cccc(F)c3)N3CCCCC3)c(O)n2n1 (stereo not given)	2	5	-3	-3	-2	8	-4	-2	12
O=C1NC(c2ccncc2)Nc2sc3c(c21)CCCC3 (stereo not given)	0	-1	5	5	-2	-1	-1	0	-2
CCCNC(=O)C1CC(=O)N(c2ccc(OCC(=O)Nc3cc(C)cc(C)c3)cc2)C1 (stereo not given)	-1	-2	0	5	7	-3	-6	-1	6
COC(=O)Nc1sc(C)nc1-c1ccccc1	5	6	4	5	-4	-6	-2	3	-5
O=C(C1=C(O)C(=O)N(Cc2cccnc2)C1c1ccccn1)c1cccs1 (stereo not given)	0	4	2	3	0	5	3	-2	-19
Nc1no[n+]([O-])c1-c1ccccc1	4	6	-2	8	0	-9	-2	-2	5
CN(CC(O)COc1ccc(S(=O)(=O)N2CCOCC2)cc1Cl)C1CCCCC1 (stereo not given)	-1	8	-3	2	-11	5	5	0	-6

High-throughput results deposited in PubChem by The Scripps Research Institute Molecular Screening Center.
